# Bioassay records: PubChem, several laboratories
# S1P1 ag-PAM: activates or potentiates agonism at human S1P1 receptor; 0.57% of 56,000 active; activation, % at 9.5 µM; S1P1 CRE-bla cells, forskolin, beta-lactamase FRET, potentiator mode; S1P1 agonist co-added at EC20, 2 nM; 100% = saturating reference agonist, 0% = basal; P21453;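 active means activation above a cutoff set at the mean activation of all tested compounds plus 3 SD, cut at about 54% in these data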;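 further: forskolin at 4 µM as EC80 and the EC20 agonist is SEW2871; 100% = SEW2871 at its EC100 plus forskolin at EC80; some compounds past the cut are filed as inactive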
# D1 mod: allosterically modulates the human D1 dopamine receptor | HEK293 D1, CRE-luciferase, dopamine EC30 potentiation; actives deviate in either direction | B-score at 10 µM | 5.9% of 58,000 active | AID 641 | P21728;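 active means luminescence count or its row- and column-corrected plate score outside the 99.7% band of the plate's sample wells, on either side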
# Target sequence (P21728 whole entry, looked up): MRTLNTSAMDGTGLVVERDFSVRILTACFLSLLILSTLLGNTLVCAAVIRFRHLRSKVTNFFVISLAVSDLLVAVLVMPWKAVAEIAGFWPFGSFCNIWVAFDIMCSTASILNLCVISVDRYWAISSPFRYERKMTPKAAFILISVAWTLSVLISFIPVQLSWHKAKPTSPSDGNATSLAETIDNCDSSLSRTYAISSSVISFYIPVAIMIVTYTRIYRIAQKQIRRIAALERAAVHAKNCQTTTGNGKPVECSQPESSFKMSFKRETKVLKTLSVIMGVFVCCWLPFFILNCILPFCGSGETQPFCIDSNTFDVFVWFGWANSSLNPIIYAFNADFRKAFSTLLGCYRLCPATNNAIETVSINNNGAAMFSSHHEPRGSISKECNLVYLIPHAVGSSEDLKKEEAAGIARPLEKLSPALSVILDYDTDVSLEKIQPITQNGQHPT
# HEK293 NFkB inh: lowers PMA/ionomycin-induced NF-kB signal in HEK293 cells; HEK-293 NF-kB luciferase reporter, luminescence; inhibition, % at 3 µM; 0.21% of 62,000 active;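 active means inhibition above the mean of all tested compounds plus 3 SD, cut at about 40% in these data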;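 further: 0% = stimulated DMSO wells and 100% = 10 µM reference inhibitor 5653914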
#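 Material: HEK-293 cells with stable firefly luciferase reporter driven by four HIV NF-kB elements / Also added: PMA plus ionomycin mix as NF-kB-activating stimulus / Compound dosing: 3 µM once, 0.30% DMSO / Times: 1 h pretreatment, 16 h stimulation, 37 °C / Signal: luminescence / Evaluation: per-plate % inhibition versus controls / Benchmarks: DMSO and 10 µM reference inhibitor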
# M1 antagonist: blocks the rat M1 muscarinic receptor response to acetylcholine; P08482; CHO-M1 cells, Fluo-4 calcium, ACh EC80 antagonist mode; active compounds read low; B-score at 10 µM; 3.4% of 64,000 active; AID 628;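 active means calcium fluorescence response, raw or row-and-column corrected B-score, differing from the plate sample mean either way at a set confidence level, mostly lower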
# S1P3 agonist: S1P3 (human) receptor agonism; Q99500; S1P3 NFAT-BLA reporter cells, FRET ratio; relative to 1 µM S1P, basal subtracted; activation, % at 4.5 µM; 0.1% of 60,000 active;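 active means activation above the screen-wide mean plus 3 SD, cut at about 4.5% in these data, passing the limit was not always enough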; further: some compounds called inactive have numbers as strong as hits
#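 Material: Human S1P3 NFAT-BLA reporter CHO cells | Incubation: Overnight plating, 4 h compound 37 °C, 2 h substrate RT | Signal: FRET β-lactamase substrate fluorescence, excitation 405 nm, 460/535 nm emission ratio, background-subtracted | Compound: 4.5 µM final, single dose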
# Jurkat viability: cytotoxic compounds reducing Jurkat cell viability. Jurkat E6.1 viability, ATP luminescence, 48 h. inhibition, % at 4 µM. 1.2% of 56,000 active. AID 463;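 active means inhibition above the mean inhibition of all tested compounds plus 3 SD, cut at about 28% in these data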
# E coli RNAP: blocks E. coli RNA polymerase transcription. P0A8V2. fluorescence transcription assay. inhibition, %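 (tested at 10 µM)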. 0.2% of 62,000 active. AID 559; in the data active means inhibition above about 20%;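 further: 0% = enzyme without compound and 100% = no enzyme blank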
# TNAP act DEA: activators of human TNAP at intermediate phosphate acceptor; purified TNAP, CDP-star luminescence, 100 mM DEA, 30 min; active compounds read high; scale: 0 levamisole-inhibited, 1 vehicle-only enzyme; AID 813; 64,000 tested, under 10 active; activation factor at 20 µM;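 active means activation factor of at least 2 at 20 µM, relative to controls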
# Target sequence (P05186 whole entry, looked up): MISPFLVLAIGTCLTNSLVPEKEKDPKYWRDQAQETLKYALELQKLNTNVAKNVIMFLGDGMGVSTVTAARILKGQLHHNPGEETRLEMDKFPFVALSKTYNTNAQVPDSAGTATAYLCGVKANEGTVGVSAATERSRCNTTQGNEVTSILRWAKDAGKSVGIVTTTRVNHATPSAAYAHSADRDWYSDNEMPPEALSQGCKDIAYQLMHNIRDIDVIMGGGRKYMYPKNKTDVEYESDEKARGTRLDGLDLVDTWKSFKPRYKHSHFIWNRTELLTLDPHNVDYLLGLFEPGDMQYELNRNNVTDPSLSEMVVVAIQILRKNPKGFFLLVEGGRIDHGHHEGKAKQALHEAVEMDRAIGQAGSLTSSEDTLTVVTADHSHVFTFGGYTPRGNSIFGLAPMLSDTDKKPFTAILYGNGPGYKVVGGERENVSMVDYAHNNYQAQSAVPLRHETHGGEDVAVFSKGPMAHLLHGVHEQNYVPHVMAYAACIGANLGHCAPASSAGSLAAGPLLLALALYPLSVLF
# M1 ag: M1 muscarinic receptor agonism; CHO-M1 cells, Fluo-4 calcium fluorescence, agonist mode; active compounds read high; AID 626; B-score at 10 µM; 3% of 64,000 active;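 active means fluorescence rise, raw or as B-score row- and column-corrected plate score, outside the 99.7% band of its plate's samples, either direction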
# * marks the source's active call; other numbers are inactive results; x = not tested or not shown.
SMILES,S1P1 ag-PAM,D1 mod,HEK293 NFkB inh,M1 antagonist,S1P3 agonist,Jurkat viability,E coli RNAP,TNAP act DEA,M1 ag
Cn1cccc1Cc1nnc(SCC(N)=O)n1CCc1ccccc1,8,0.61,4,0.79,-0.4,4,-4,0.8,-0.6
CCNc1nc(C)nc2c1oc1ccccc12,x,9.3*,6,0.49,x,x,-3,0.8,-0.1
CCOC(=O)c1sc2ncnc(NCC(c3cccs3)N(C)C)c2c1C (configuration not stated),20,1.4,-3,-3.4*,-0.5,-7,-1,0.9,-0.23
COc1cc(N2C(=O)NC3CC2(C)Oc2ccc(Br)cc23)cc(OC)c1OC (configuration not stated),-5,0.9,23,-0.61,-1.6,-4,6,0.9,-0.068
O=C(O)CCC(=O)CCC(=O)c1ccc(Cl)cc1,x,-1.5,x,-0.2,x,x,1,0.9,-1.2
Cc1cc2ccccc2c(=O)n1CC(=O)Nc1ccc2c(c1)OCO2,15,0.16,20,-0.73,-0.2,4,6,0.8,-0.42
COc1cc(C)c(C(N)=O)c(OC)n1,2,-0.74,15,-0.6,-0.8,-8,-4,0.9,-0.22
Cc1ccc(C(=O)Nc2nc3ccccc3s2)s1,15,-5.8*,-51,0.88,-1.0,8,3,1,-0.9
Cc1ccc2c(c1)C(c1ccccc1)N(C(=O)C(C)C)CC(=O)N2 (configuration not stated),-4,0.49,10,-0.23,-0.6,-2,6,1.1,-0.052
NS(=O)(=O)c1ccc(CCNC(=O)Nc2ccc(Cl)cc2)cc1,-6,-0.73,-8,x,-0.6,0,7,0.8,x
COCCNC(=O)C(c1ccco1)N(C(=O)Cn1nnc2ccccc21)c1cc(C)ccc1C (configuration not stated),-8,-1,20,-0.47,-0.4,0,5,1,0.11
Cc1nc2nc3c(cn2n1)C(=O)CC(C)(C)C3,-11,0.82,14,0.67,-1.7,-4,x,1,0.75
CCCCN1C(=O)C(O)(CC(=O)c2ccco2)c2cc(Br)ccc21 (configuration not stated),-3,1.5,16,-0.21,-1.6,5,9,0.9,-0.92
Cc1c(N=Cc2nc3ccccc3n2C)c(=O)n(-c2ccccc2)n1C,-21,-0.15,-1,-0.71,-1.3,-9,7,0.9,-0.16
O=C(Nc1cccc(F)c1)c1ccc2c(c1)OCO2,24,0.042,-25,-0.099,-0.6,-5,4,0.9,0.078
COc1cccc(OC)c1C(=O)N1CCN(c2ccccn2)CC1,x,-0.85,24,-0.95,-1.1,3,3,0.9,-0.93
CCOC(=O)N1CCN(C(=O)CCn2nc(-c3ccc(Cl)cc3)ccc2=O)CC1,6,0.6,9,-0.0093,-1.1,1,4,1,-0.058
O=C(Oc1ccc2c(=O)c(Cl)coc2c1)c1ccncc1,x,-0.4,14,0.35,x,x,-5,0.9,-0.41
COC(=O)CC1C(=O)NCCN1C(=O)NC1CCCCC1 (configuration not stated),-9,-0.56,5,-0.17,0.9,-2,-5,0.8,0.72
CC(C(=O)Nc1cccnc1)N1C(=O)c2ccccc2C1=O (configuration not stated),8,-1.2,11,0.19,-0.8,-6,9,0.9,0.28
Cc1ccc(C(=O)C2=C(O)C(=O)N(Cc3ccccc3)C2c2cccnc2)o1 (configuration not stated),-104,-1.5,4,-0.31,-0.9,-1,1,0.9,0.79
CC(=O)/C(C#N)=C1\NC(=O)C(Cc2ccccc2Cl)S1 (configuration not stated),12,x,x,-0.0072,-0.7,x,32*,0.9,0.27
CC(C)C(=O)N1CCN(c2nc(-c3ccccc3)c3c(c2C#N)CC(C)(C)OC3)CC1,16,x,x,0.53,-2.2,x,5,0.9,1.3
COc1cccc(-c2cc(N)nn2C(=O)Nc2ccc(Cl)cc2)c1,-2,0.11,20,0.87,-0.7,-3,-9,0.9,-0.059
CCOc1ccc2ccccc2c1C(=O)N1CCN(c2ccccc2)CC1,2,-0.54,18,0.026,-0.9,85*,7,0.9,-0.015
O=C(NCCC1=CCCCC1)C1CCN(c2nnc(-n3cccc3)s2)CC1,-14,-0.33,19,0.12,-0.3,-5,7,1,0.62
c1ccc(-c2ccc(-c3nc(-c4ccncc4)no3)cc2)cc1,85*,x,-35,0.85,-1.4,-2,5,1,0.58
Cc1c(NC(=O)c2ccc(F)cc2)c(=O)n(-c2ccccc2)n1C,-11,-0.51,2,0.45,0.1,0,7,0.9,1.4
Cc1ccc2cccc(OC(=O)c3ccc4c(c3)OCCO4)c2n1,-12,0.39,8,0.28,-1.6,4,5,1,-0.072
CCC(CC)C(=O)Nc1cccc(C(=O)N2CCCCCC2)c1,-21,-0.011,11,-0.42,-0.5,2,10,1,0.085
COc1ccccc1NC(=O)CN1CCCCC1,-17,-0.2,4,-0.24,0.4,-4,6,0.9,0
CCCCn1c(O)c(C=NCCCN(C)C)c(=O)[nH]c1=O,3,-0.67,x,-0.67,-3.2,x,6,1,0.38
CC(C)C(c1nnnn1Cc1ccc(F)cc1)N1CCSCC1 (configuration not stated),11,x,2,x,-0.8,4,1,1,x
Cc1cccc2cc(CN(CC3CCCO3)C(=O)NC3CCCCC3)c(=O)[nH]c12 (configuration not stated),1,0.68,10,-0.44,0.4,10,11,0.9,-0.0091
c1ccc(-n2ncc3c2ncn2cnnc32)cc1,-88,x,21,-0.77,-1.3,-2,-5,0.5,27*
Cn1c(=O)c2c(n(C)c1=O)=NC1(CCCCC1)N=2,x,0.62,10,-0.12,-0.9,-8,7,0.9,-0.5
CCCC(=O)Nc1nnc(-c2ccco2)s1,8,-1.2,9,0.59,-1.3,-4,-13,1,2
Clc1ccc2nc(CN3CCCc4ccccc43)cn2c1,14,1.3,11,-0.56,-0.3,5,0,1,0.021
C=CCNc1nc2ccccc2nc1NS(=O)(=O)c1cccs1,3,6.9*,9,0.34,0.7,0,3,0.9,-0.11
COc1cccc(-n2c(CNc3ccc(F)cc3)nnc2SCC(N)=O)c1,-2,0.56,5,-0.51,0.7,3,11,0.9,-0.25
Cn1cccc1Cc1nnc(SCC(=O)NCCc2ccccc2)n1-c1ccc(F)cc1,-33,0.78,13,0.19,-0.3,1,4,0.9,-1.4
CS(=O)(=O)c1ccc(N2CCN(C3CC(=O)NC3=O)CC2)cc1 (configuration not stated),x,x,1,0.13,-1.0,1,7,0.9,0
CS(=O)(=O)c1ccc2nc(NC(=O)C3CCCCC3)sc2c1,-10,x,-3,1.1,-2.0,6,-5,1,0.23
CCC(C)Sc1nc2c(cnn2-c2ccc(C)c(C)c2)c(=O)[nH]1 (configuration not stated),-58,x,19,0.1,-0.5,-5,3,0.9,0.011
CCn1c(=O)cc(SCC(=O)N2CCN(Cc3ccc4c(c3)OCO4)CC2)c2ccccc21,x,-0.77,18,-5.7*,x,x,4,0.9,0.33
CCOc1ccc(NS(=O)(=O)c2ccc(OCC(=O)NCCCOC)cc2)cc1,x,-0.0069,21,0.37,0.0,-3,0,0.8,-0.53
c1nc(N2CCC3(CC2)OCCO3)c2[nH]cnc2n1,3,-0.15,15,0.32,-0.5,4,x,x,0.15
CC1(C)CC(=O)C(Sc2nnc(-c3ccc(O)cc3)n2CC2CCCO2)C(=O)C1 (configuration not stated),0,0.23,12,-0.0029,-1.0,-4,1,0.9,0.69
COc1cccc(Oc2cncnc2-c2ccc(OC)cc2O)c1,29,1.4,6,x,-1.2,7,9,0.9,x
COc1cc(OC)c(OC)cc1CNC1CCCCCC1,-9,-0.97,10,-0.47,-1.5,1,1,0.8,-0.15

# Sorted by number of heavy atoms (highest first): some entries from above.
SMILES,S1P1 ag-PAM,D1 mod,HEK293 NFkB inh,M1 antagonist,S1P3 agonist,Jurkat viability,E coli RNAP,TNAP act DEA,M1 ag
COCCNC(=O)C(c1ccco1)N(C(=O)Cn1nnc2ccccc21)c1cc(C)ccc1C (configuration not stated),-8,-1,20,-0.47,-0.4,0,5,1,0.11
Cc1cccc2cc(CN(CC3CCCO3)C(=O)NC3CCCCC3)c(=O)[nH]c12 (configuration not stated),1,0.68,10,-0.44,0.4,10,11,0.9,-0.0091
CCOC(=O)c1sc2ncnc(NCC(c3cccs3)N(C)C)c2c1C (configuration not stated),20,1.4,-3,-3.4*,-0.5,-7,-1,0.9,-0.23
Cn1cccc1Cc1nnc(SCC(N)=O)n1CCc1ccccc1,8,0.61,4,0.79,-0.4,4,-4,0.8,-0.6
Cc1ccc2cccc(OC(=O)c3ccc4c(c3)OCCO4)c2n1,-12,0.39,8,0.28,-1.6,4,5,1,-0.072
c1ccc(-c2ccc(-c3nc(-c4ccncc4)no3)cc2)cc1,85*,x,-35,0.85,-1.4,-2,5,1,0.58
CS(=O)(=O)c1ccc2nc(NC(=O)C3CCCCC3)sc2c1,-10,x,-3,1.1,-2.0,6,-5,1,0.23
Clc1ccc2nc(CN3CCCc4ccccc43)cn2c1,14,1.3,11,-0.56,-0.3,5,0,1,0.021
CC(=O)/C(C#N)=C1\NC(=O)C(Cc2ccccc2Cl)S1 (configuration not stated),12,x,x,-0.0072,-0.7,x,32*,0.9,0.27
Cn1c(=O)c2c(n(C)c1=O)=NC1(CCCCC1)N=2,x,0.62,10,-0.12,-0.9,-8,7,0.9,-0.5
Cc1nc2nc3c(cn2n1)C(=O)CC(C)(C)C3,-11,0.82,14,0.67,-1.7,-4,x,1,0.75

# Continued:
SMILES,S1P1 ag-PAM,D1 mod,HEK293 NFkB inh,M1 antagonist,S1P3 agonist,Jurkat viability,E coli RNAP,TNAP act DEA,M1 ag
CCC(c1nc2ccccc2c(=O)n1-c1cccnc1)N1C(=O)c2ccccc2C1=O (configuration not stated),-3,1.3,3,0.72,-0.6,-3,3,0.9,-0.098
Cn1c(=O)n(CC(=O)OCc2ccccc2)c(=O)c2c1nc1n2CCCN1C1CCCCC1,5,1.4,9,0.69,-1.3,8,3,0.9,-0.73
Cc1cc(C)n(-c2nc(-c3cccc(Cl)c3)cs2)n1,-15,-0.25,4,0.81,-1.8,5,4,1,-1.1
COc1ccc(-c2cc(C(F)(F)F)n3ncc(C(=O)NCC4CCCO4)c3n2)cc1OC (configuration not stated),-47,0.93,16,-0.1,-0.2,12,6,1,41*
Cn1c(Cn2c(=O)sc3ccccc32)nnc1SCc1ccccn1,9,-0.051,21,0.87,0.0,-3,4,1,0.55
COc1ccccc1C1CC(=O)NC(C)=C1C(=O)OCC(C)C (configuration not stated),-33,-1.1,3,-0.5,-0.8,0,3,0.9,0.22
Cc1ccc(-n2ncc3c(=O)n(CC(=O)OCc4ccccc4)cnc32)cc1,-3,0.016,6,0.75,-1.5,-6,-2,1,-1.7
CC(=O)OC[C@H]1O[C@@H](n2ccc(=O)[nH]c2=S)C(OC(C)=O)C1OC(C)=O (some centres not stated),-22,-0.16,13,-0.49,0.3,-6,4,1,-0.6
CCOC(=O)c1cnc(-n2nc(C)cc2C)nc1NCCc1ccccc1,6,1,10,-0.39,-0.4,12,7,0.9,0.27
Cc1ccc(CS(=O)(=O)CCC(=O)NCCCN2CCCC2)cc1,11,-0.19,14,-0.18,-0.5,5,6,1,-0.11
CCN(CC)C(=O)C1CCCN(Cc2ccc(F)c(F)c2)C1 (configuration not stated),8,0.35,23,-4.1*,-1.3,8,2,1,0.83

# Hits appear at their usual frequency; overall some 12% were active at least once.
